Source: PubChem
UDG counter: Primary qHTS assay for inhibitors of Activation Induced Cytidine Deaminase (AID): UDG Counterscreen signal; FRET deamination/UDG coupled assay, UDG read, 4 h; Potency, µM (titrated, usually from 115 µM), for inactives: at the top dose activity change, negative = inhibition, hits mostly inhibitors; 91,000 compounds, 0.14% hits; further: nearly all actives have a fitted effect of over 65% in size
AID inhibitor: Primary qHTS assay for inhibitors of Activation Induced Cytidine Deaminase (AID): AID signal | AID deamination FRET fluorescence, UDG-coupled, 4 h | Potency, µM (top dose mostly 115 µM), for the others: top-dose activity change, negative = inhibition, most hits filed as inhibitors | 91,000 compounds, 0.32% hits; further: nearly all actives have a fitted effect of over 25% in size
Target sequence (Q9GZX7 whole entry, looked up): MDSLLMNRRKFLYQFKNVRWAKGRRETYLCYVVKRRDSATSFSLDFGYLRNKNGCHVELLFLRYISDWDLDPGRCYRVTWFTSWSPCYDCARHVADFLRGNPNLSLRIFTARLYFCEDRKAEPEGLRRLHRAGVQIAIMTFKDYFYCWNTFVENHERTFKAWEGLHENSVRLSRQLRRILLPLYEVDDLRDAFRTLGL
* hit, by the source's call; [ ] = remark or other dose. The call rests on the fitted dose curve; in most records, active means well fitted curve in the direction sought with a large enough effect; inconclusive means small, poorly fitted or top-dose-only effect, or another doubt; inactive means no such curve, though single readings can be large; an effect the other way counts as inactive or inconclusive. On the % scale 0 is the no-effect control and ±100 the full control effect; potency means the concentration at half of the fitted maximal effect. A portion of the library; the hit share may differ from the screen's.

Results for CCC1CN(C(=O)NCc2ccc(F)cc2)c2ccccc2O1 (configuration not stated) ?
UDG counter: -3.9%[57.5 µM]; AID inhibitor: -8.0%

What do the screens show for `Cc1c(Cl)cccc1NC(=O)Nc1ccc2snnc2c1`?
UDG counter: -4.8%; AID inhibitor: -3.2%

How did O=C(NCc1ccccc1)c1ccc2nc(-c3ccccc3)c(-c3ccccc3)nc2c1 do in these assays?
UDG counter: -3.0%; AID inhibitor: 3.4%

How did O=C(NCc1cccnc1N1CCOCC1)c1cnn(-c2ccc(Cl)cc2)c1 do in these assays?
UDG counter: 4.9%; AID inhibitor: -6.9%

What do the screens show for `CCOC(=O)COC(=O)CNC(=O)c1ccc(C)c(C)c1`?
UDG counter: 7.4%; AID inhibitor: -4.9%

Results for Cc1ccc(-n2ncc(C(=O)NCCN3CCN(C)CC3)c2C2CCN(C(=O)OC(C)(C)C)CC2)c(C)c1 ?
UDG counter: 1.2%; AID inhibitor: 27.1%

Results for Cc1ccc(NC(=O)c2nc(S(C)(=O)=O)ncc2N(Cc2ccc(C(C)(C)C)cc2)Cc2ccco2)cc1C ?
UDG counter: -13.6%; AID inhibitor: inconclusive

What do the screens show for `CC(C)COC(=O)COc1ccc2c(=O)c(Oc3ccccc3Cl)coc2c1`?
UDG counter: 0.4%; AID inhibitor: 5.3%

How did CC(C)CNC(=O)/C=C/c1ccccc1 do in these assays?
UDG counter: -3.6%; AID inhibitor: 0.9%

What do the screens show for `CC(=O)c1cccc(NC(=O)CCS(=O)(=O)c2cc3c(cc2C)NC(=O)CO3)c1`?
UDG counter: 8.2%; AID inhibitor: 19.9%

What do the screens show for `CN(CC(=O)NC(=O)NCc1ccco1)Cc1ccc(F)cc1`?
UDG counter: 6.0%; AID inhibitor: 13.2%

What do the screens show for `Cc1cc(NC(=O)c2ccc(Br)o2)no1`?
UDG counter: 9.3%; AID inhibitor: 6.7%

Results for COc1ccc(-c2nn(C)c3sc(C(=O)N4CCN(c5ccccc5F)CC4)cc23)cc1OC ?
UDG counter: 89.1µM*; AID inhibitor: inconclusive

Results for COc1ccc(C(=O)Oc2ccc(-c3ccccc3)cc2)cc1 ?
UDG counter: 11.8%; AID inhibitor: 7.4%

Results for CCC1=C(c2ccc(C)cc2)S(=O)(=O)N=C1N1CCC(C(=O)NCc2ccc(C)cc2)CC1 ?
UDG counter: -25.4%; AID inhibitor: -6.6%

Part of the list above in order of SMILES length, descending.
Results for CCC1=C(c2ccc(C)cc2)S(=O)(=O)N=C1N1CCC(C(=O)NCc2ccc(C)cc2)CC1 ?
UDG counter: -25.4%; AID inhibitor: -6.6%

How did O=C(NCc1cccnc1N1CCOCC1)c1cnn(-c2ccc(Cl)cc2)c1 do in these assays?
UDG counter: 4.9%; AID inhibitor: -6.9%

How did CC(C)CNC(=O)/C=C/c1ccccc1 do in these assays?
UDG counter: -3.6%; AID inhibitor: 0.9%

(next part)
Results for Cc1ccccc1NS(=O)(=O)c1ccc2[nH]c3c(c2c1)CCCCC3 ?
UDG counter: -8.3%; AID inhibitor: 26.9%

How did O=c1oc2cc(O)ccc2cc1-c1nnc(Nc2ccccc2F)s1 do in these assays?
UDG counter: 2.5%; AID inhibitor: -19.1%

Results for COC(=O)c1ccccc1NC(=O)c1ccc2nc(Cc3ccccc3)oc2c1 ?
UDG counter: 48.9%[activator]; AID inhibitor: 20.6%

What do the screens show for `Cc1cccc(-n2c(=O)c3c(c4cc(C)ccc4n3C)n(CC(=O)NCCC3=CCCCC3)c2=O)c1`?
UDG counter: 9.6%; AID inhibitor: 0.8%

Results for Cc1ccccc1C1CC(=O)N(c2ccc(F)cc2)C2=C1C(=O)CCC2 (configuration not stated) ?
UDG counter: -4.3%; AID inhibitor: -3.1%

What do the screens show for `CNC(=O)c1c(NC(=O)/C=C/c2ccccc2)sc2c1CCC2`?
UDG counter: 7.4%; AID inhibitor: 7.7%

What do the screens show for `COc1cccc(N2C(=O)C(CC(=O)Nc3ccc(F)cc3)N(CCC3=CCCCC3)C2=O)c1` (configuration not stated)?
UDG counter: -9.2%; AID inhibitor: 17.4%

Results for COc1cc(NC(=O)c2ncoc2-c2ccco2)cc(OC)c1 ?
UDG counter: -5.2%; AID inhibitor: -4.7%

What do the screens show for `CCCCN(C(=O)c1cccc(S(=O)(=O)N2CCCCC2)c1)C1CCS(=O)(=O)C1` (configuration not stated)?
UDG counter: -5.9%; AID inhibitor: 7.4%

How did COc1ccc(NC(=O)c2cc3c(=O)n(Cc4ccco4)ccc3nc2C)c(OC)c1 do in these assays?
UDG counter: -2.2%[57.5 µM]; AID inhibitor: 12.8%

What do the screens show for `Cn1nc(C(=O)Nc2nc3c(s2)CN(C(=O)OC(C)(C)C)CC3)c2ccccc2c1=O`?
UDG counter: -0.7%; AID inhibitor: 3.6%

What do the screens show for `COc1ccc2ccc(OC(=O)c3ccccc3)cc2c1`?
UDG counter: 11.1%; AID inhibitor: -2.6%

What do the screens show for `Cc1ccccc1OCCSc1nc2ccccc2n1CC(O)CO` (configuration not stated)?
UDG counter: -6.4%; AID inhibitor: -5.6%

What do the screens show for `COC(=O)C1=C(C)NC(C)=C(C(=O)OC(C)(C)CN(C)CCC(c2ccccc2)c2ccccc2)C1c1cccc([N+](=O)[O-])c1` (configuration not stated)?
UDG counter: -17.7%; AID inhibitor: inconclusive

What do the screens show for `CCCCOc1ccc(C(=O)Nc2ccc3c(c2)CCCN3S(=O)(=O)c2ccc(C)cc2)cc1`?
UDG counter: -5.1%; AID inhibitor: -14.4%

Results for Cc1ccn2c(F)c(C(F)(F)F)nc2c1 ?
UDG counter: -5.3%; AID inhibitor: -2.9%

What do the screens show for `Cc1cccc(N2C(=O)C(CC(=O)Nc3ccc(Cl)cc3)N(Cc3ccco3)C2=O)c1` (configuration not stated)?
UDG counter: -0.7%[57.5 µM]; AID inhibitor: 1.8%

Results for COc1cccc(CN2C(=O)N(c3ccc(C)cc3)C(=O)C2CC(=O)Nc2cc(OC)cc(OC)c2)c1 (configuration not stated) ?
UDG counter: -1.5%[57.5 µM]; AID inhibitor: 19.4%

What do the screens show for `CC(C)CC(=O)NCc1nc2cccnc2n1Cc1ccccc1`?
UDG counter: 5.6%; AID inhibitor: 6.9%

Results for CCOC(=O)COc1ccc2c(=O)c(-c3ccc(OC)c(OC)c3)c(C(F)(F)F)oc2c1 ?
UDG counter: -12.4%; AID inhibitor: -2.1%

How did O=S(=O)(c1ccccc1)c1nc(-c2ccc(Cl)cc2Cl)oc1N1CCCCC1 do in these assays?
UDG counter: -3.7%[57.5 µM]; AID inhibitor: -29.5%

How did Cc1ccc(C)c(S(=O)(=O)Nc2cccc(S(=O)(=O)C3CCCC3)c2)c1 do in these assays?
UDG counter: -8.2%; AID inhibitor: -11.9%

Results for Cn1nc(C(=O)NCc2cccc(Cl)c2)c2c1-c1ccccc1SC2 ?
UDG counter: -2.4%[57.5 µM]; AID inhibitor: inconclusive

Results for COc1ccc(C(=O)OC2CCCCC2=O)cc1OC (configuration not stated) ?
UDG counter: -6.7%; AID inhibitor: -3.8%

Results for CN(Cc1nc2ccccc2s1)C(=O)c1cccc(S(=O)(=O)Nc2ccccc2F)c1 ?
UDG counter: 5.2%; AID inhibitor: -5.0%

How did CC(=O)c1cccc(NC(=O)C2CCN(S(=O)(=O)c3ccc4[nH]c(=O)ccc4c3)CC2)c1 do in these assays?
UDG counter: -3.4%; AID inhibitor: 5.2%

Results for CCOC(=O)N/N=C/c1ccccc1OCC(=O)O ?
UDG counter: -3.1%; AID inhibitor: -1.7%

What do the screens show for `CCOc1ccccc1NC(=O)C(c1ccccc1)N1Cc2ccccc2C1=O` (configuration not stated)?
UDG counter: -4.1%; AID inhibitor: -29.0%

What do the screens show for `Cn1c(=O)c2c(nc(SCCCO)n2Cc2cccc3ccccc23)n(C)c1=O`?
UDG counter: -5.6%; AID inhibitor: -18.2%

How did O=C1CC(N2CCC(c3nc4ccccc4o3)CC2)C(=O)N1c1cc(Cl)cc(Cl)c1 (configuration not stated) do in these assays?
UDG counter: -14.7%; AID inhibitor: 2.0%

Two neighbouring compounds already listed, for reference:
How did O=S(=O)(c1ccccc1)c1nc(-c2ccc(Cl)cc2Cl)oc1N1CCCCC1 do in these assays?
UDG counter: -3.7%[57.5 µM]; AID inhibitor: -29.5%

How did Cc1ccc(C)c(S(=O)(=O)Nc2cccc(S(=O)(=O)C3CCCC3)c2)c1 do in these assays?
UDG counter: -8.2%; AID inhibitor: -11.9%

The listing continues.
How did Clc1cccc(-c2ccc(CNCCSc3nnnn3-c3ccccc3)o2)c1 do in these assays?
UDG counter: -4.2%; AID inhibitor: -21.5%

Results for CC1CCN(C(=O)c2ccc3c(c2)N(Cc2ccccc2)C(=O)c2ccccc2S3(=O)=O)CC1 ?
UDG counter: -20.1%; AID inhibitor: inconclusive

What do the screens show for `CC(C)(O)CCC(O)[C@](C)(O)C1CC[C@@]2(O)C3=C/C(=N\O)[C@@H]4C[C@@H](O)[C@@H](O)C[C@]4(C)C3CC[C@]12C` (some centres not stated)?
UDG counter: 0.1%; AID inhibitor: 2.0%

Results for Cn1cc(S(=O)(=O)N2CCCCC2)cc1C(=O)Nc1ccc(OC(F)(F)F)cc1 ?
UDG counter: -4.6%; AID inhibitor: -1.8%

Results for COc1ccc2[nH]cc(CCNC(=O)c3ccc(F)cc3F)c2c1 ?
UDG counter: 10.6%; AID inhibitor: -0.5%

How did CCCCN(C)Cc1ccccc1OCC do in these assays?
UDG counter: -5.6%; AID inhibitor: -3.7%

Results for CCOC(=O)c1ccccc1NC(=O)CSc1ncnc2c(-c3ccccc3)c[nH]c12 ?
UDG counter: 80.3%[activator]; AID inhibitor: 43.6%[activator]

How did COc1ccc(-c2c3c(nc4sc(C(=O)Nc5ccccc5F)c(N)c24)CC(C)(C)CC3=O)cc1 do in these assays?
UDG counter: 56.1%[activator]; AID inhibitor: 2.9%

What do the screens show for `CSc1ccc(CCNC(=O)c2ccc(NC(=O)N3CCSc4nc(C)cc(C)c43)cc2)cc1`?
UDG counter: -5.2%; AID inhibitor: -2.6%

How did COc1ccccc1CN(CCCO)CC(C#N)CCC#N (configuration not stated) do in these assays?
UDG counter: 0.8%; AID inhibitor: 0.7%

How did COc1ccc(CCNC(=O)c2cc(S(=O)(=O)N3CCCC(C)C3)cn2C)cc1OC (configuration not stated) do in these assays?
UDG counter: 3.2%; AID inhibitor: -16.6%

Results for Cc1nc(N2CCS(=O)CC2)c2cc(-c3ccccc3)sc2n1 ?
UDG counter: -2.2%; AID inhibitor: -4.6%

How did Cc1c(NC(=O)c2c(Cl)cnn2C)cnn1C do in these assays?
UDG counter: -5.2%; AID inhibitor: -12.2%

Results for CCc1ccc2oc(-c3cccc(NC(=O)COc4ccccc4Cl)c3)nc2c1 ?
UDG counter: -9.8%; AID inhibitor: 21.4%

Results for COC(=O)c1ccc(NC(=O)NC(C)c2c(-n3cccc3)sc(C)c2C)cc1 (configuration not stated) ?
UDG counter: -12.7%; AID inhibitor: inconclusive

What do the screens show for `Cc1cc2oc(C(=O)Nc3cccc(Cl)c3C)cc(=O)c2cc1C`?
UDG counter: -2.0%; AID inhibitor: -5.1%

Results for COc1ccc(-c2nc(SCC(=O)NC(C)CCc3ccccc3)n[nH]2)cc1 (configuration not stated) ?
UDG counter: -8.7%; AID inhibitor: 6.2%

What do the screens show for `Cc1cc(C)cc(NC(=O)C(=O)NCC(c2cccnc2)N2CCc3ccccc32)c1` (configuration not stated)?
UDG counter: -19.5%; AID inhibitor: inconclusive

Results for CCOC(=O)c1c(C)oc2ncnc(Nc3ccc(CC)cc3)c12 ?
UDG counter: -7.8%; AID inhibitor: -3.6%

Results for CC1Cc2cc(S(=O)(=O)N(Cc3ccccc3)C(C)C)ccc2N1C(=O)C1CCC1 (configuration not stated) ?
UDG counter: -8.2%[57.5 µM]; AID inhibitor: -8.9%[57.5 µM]

What do the screens show for `Cc1cc(NC(=O)CCN2CCN(Cc3cccc4ccccc34)CC2)ccc1Br`?
UDG counter: 89.1µM*; AID inhibitor: inconclusive

Results for COc1ccc(CCNC(=O)C2c3ccccc3C(=O)N2Cc2ccccc2)cc1OC (configuration not stated) ?
UDG counter: -1.0%; AID inhibitor: 1.6%

How did Clc1cc(CNCCc2cccs2)cc2c1OCCCO2 do in these assays?
UDG counter: 2.5%; AID inhibitor: -4.1%

How did Cc1cccc(Oc2coc3cc(OCc4ccccc4)ccc3c2=O)c1 do in these assays?
UDG counter: 2.7%; AID inhibitor: -9.0%

How did C=CCOc1ccc(/C=C/c2cc(C(=O)O)c3ccccc3n2)cc1OC do in these assays?
UDG counter: 4.9%; AID inhibitor: 0.7%

What do the screens show for `CC(=O)c1cccc(NC(=O)CSc2nc3ccccc3nc2Cc2ccc(F)cc2)c1`?
UDG counter: -0.4%[57.5 µM]; AID inhibitor: 17.5%

Results for Cc1ccc(NC(=O)c2ccc(=O)n(CC(=O)Nc3c(C)cc(C)cc3C)n2)cc1 ?
UDG counter: -0.9%; AID inhibitor: 7.0%

How did COc1cc(C(=O)Nc2oc3ccccc3c(=O)c2-c2ccc3c(c2)OCO3)cc(OC)c1OC do in these assays?
UDG counter: 5.1%; AID inhibitor: -9.3%

How did CC(=O)c1cccc(NC(=O)CC(C)(C(=O)O)c2ccccc2)c1 (configuration not stated) do in these assays?
UDG counter: 3.0%; AID inhibitor: -2.4%

Results for O=C(NCC1CC2c3ccccc3C1c1ccccc12)c1ccc[n+]([O-])c1 (configuration not stated) ?
UDG counter: 4.7%; AID inhibitor: -0.4%

What do the screens show for `CSc1ccc(/C=C/C(=O)Nc2ccccc2Cc2ccccc2)cc1`?
UDG counter: 3.3%; AID inhibitor: 6.2%
